Assay outcomes: PubChem, National Center for Advancing Translational Sciences (NCATS)
PLK1 PBD block: PLK1 (human) polo-box domain binding inhibition; P53350; Plk1 PBD binding of FITC phosphopeptide, fluorescence polarization; Potency, µM, inactives show max response, negative = inhibition, actives largely listed as inhibitors; 360,000 compounds, 2.8% hits; note: potency is the fitted concentration of half-maximal effect; series mostly up to about 57 µM; % is set by controls: 0 for no effect and ±100 for the full control effect; nearly all actives have a fitted effect of over 65% in size
Target sequence (P53350 whole entry, looked up, the tested form may be a part): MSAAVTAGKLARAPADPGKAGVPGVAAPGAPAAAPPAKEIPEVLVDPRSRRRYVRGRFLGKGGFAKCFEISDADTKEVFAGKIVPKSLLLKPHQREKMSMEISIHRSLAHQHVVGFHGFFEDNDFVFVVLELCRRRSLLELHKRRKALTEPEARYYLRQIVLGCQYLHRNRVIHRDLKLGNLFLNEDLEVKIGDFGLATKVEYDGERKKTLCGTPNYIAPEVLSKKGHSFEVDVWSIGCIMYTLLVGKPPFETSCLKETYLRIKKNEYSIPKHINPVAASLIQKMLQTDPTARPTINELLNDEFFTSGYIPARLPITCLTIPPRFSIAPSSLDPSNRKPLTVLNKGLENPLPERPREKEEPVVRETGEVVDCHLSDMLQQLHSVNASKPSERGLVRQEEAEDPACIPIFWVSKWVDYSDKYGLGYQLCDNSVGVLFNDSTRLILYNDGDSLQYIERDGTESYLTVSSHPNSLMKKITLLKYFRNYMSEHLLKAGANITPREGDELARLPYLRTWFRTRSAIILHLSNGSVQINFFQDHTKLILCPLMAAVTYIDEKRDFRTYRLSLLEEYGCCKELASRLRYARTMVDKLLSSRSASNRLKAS
PI5P4K alpha inh: blocks human PI5P4K alpha kinase activity | AID 652105 | P48426 | max response, % | 330,000 compounds, 1.2% hits | PI5P4Kalpha enzyme, ADP-Glo luminescence, 60 min; active compounds read low; active = max response of -50% or lower; inconclusive = between -30% and -50%; inactive = -30% or higher; note: value at the top dose of about 77 µM; % is set by controls: 0 for no effect and ±100 for the full control effect
Target sequence (P48426 whole entry, looked up): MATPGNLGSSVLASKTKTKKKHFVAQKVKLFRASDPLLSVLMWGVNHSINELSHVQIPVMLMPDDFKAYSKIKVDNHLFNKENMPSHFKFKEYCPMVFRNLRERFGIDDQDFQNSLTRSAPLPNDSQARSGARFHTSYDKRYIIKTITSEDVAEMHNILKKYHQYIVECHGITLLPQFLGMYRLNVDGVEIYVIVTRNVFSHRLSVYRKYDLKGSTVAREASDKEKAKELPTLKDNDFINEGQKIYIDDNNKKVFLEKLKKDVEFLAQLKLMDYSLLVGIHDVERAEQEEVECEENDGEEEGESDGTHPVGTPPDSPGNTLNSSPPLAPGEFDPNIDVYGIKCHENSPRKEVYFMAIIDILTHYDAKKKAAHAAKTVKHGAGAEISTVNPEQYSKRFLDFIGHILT
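Quantitative HTS of the MLSMR library against PI5P4Kalpha with substrate. ATP added last at 5 microM final; room temperature, 60 minutes. Remaining ATP depleted, ADP converted and read as luminescence.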
EPAC1 agonist: agonists of human EPAC1; Potency, µM (top dose mostly 154 µM), without a hit: at the highest dose activation, usual class: activators; AID 720707; EPAC1 agonist qHTS, biochemical assay; response scale: 100% = response to 6.5 mM cAMP; 360,000 compounds, 0.073% hits; O95398; note: potency is the fitted concentration of half-maximal effect; nearly all actives have a fitted effect of over 60% in size
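Nucleotide exchange assay: 100 nM EPAC1 with 250 nM Rap1B loaded with BODIPY-GDP and 50 uM GDP, room temperature. Fluorescence (480/540 nm) read every 5 min for 30 min; signal change normalized to 6.5 mM cAMP as full agonist.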
EPAC2 antagonist: antagonists of human EPAC2 | Potency, µM (doses to about 114 µM), for inactives: top-dose activity, negative = inhibition, actives largely listed as inhibitors | 360,000 compounds, 0.18% hits | EPAC2 GEF exchange of Rap1B-BODIPY-GDP, fluorescence | AID 720708 | Q8WZA2; note: potency is the fitted concentration of half-maximal effect; % is set by controls: 0 for no effect and ±100 for the full control effect; nearly all actives have a fitted effect of over 45% in size; many of its hits are not listed in these tables
CCT chaperon mod: changes cytosolic chaperonin activity | purified chaperonin ATPase assay, HTRF ADP detection, 30 min | activity change, % (no concentration beside the values), hits read low | 360,000 compounds, 0.3% hits; in the data active = activity change below about -30%; note: % is set by controls: 0 for no effect and ±100 for the full control effect
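We incubate TRiC, 40 or 20 nM final, with library compounds at 76 uM and 10 uM ATP for 30 min at 37 °C. ADP formed is detected with Transcreener HTRF reagents after 30 min at room temperature.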
Mm-Cpn inhibitor: M. maripaludis TRiC chaperonin inhibition; purified Mm-Cpn ATPase, ADP Transcreener TR-FRET; Potency, µM (highest dose often 76.9 µM), for the others: at the highest dose activity, negative = inhibition, hits mostly inhibitors; 330,000 compounds, 0.031% hits; AID 504842; note: potency is the fitted concentration of half-maximal effect; % is set by controls: 0 for no effect and ±100 for the full control effect; nearly all actives have a fitted effect of over 80% in size
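Quantitative HTS used 25 nM Mm-CPN and 10 uM ATP in magnesium/KCl Tris buffer, pH 7.4, with 1 mM DTT. Hydrolysis ran 30 min at 37°C; ADP was read by HTRF.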
EPAC1 antagonist: antagonists of human EPAC1 | Potency, µM (series often up to 115 µM), without a hit: at the highest dose activity change, negative = inhibition, hits mostly inhibitors | O95398 | 360,000 compounds, 0.14% hits | EPAC1 GEF assay, Rap1b-BODIPY-GDP exchange fluorescence;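 note: potency is the fitted concentration of half-maximal effect; plate controls were vehicle for no effect and positive control for full effect; nearly all actives have a fitted effect of over 50% in size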
WRN inhibitor: blocks human WRN helicase. Q14191. WRN helicase unwinding, fluorescent forked duplex, kinetic. Potency, µM (top dose mostly 114 µM), inactives show at the highest dose activity change, negative = inhibition, most hits filed as inhibitors. 360,000 compounds, 0.46% hits; note: potency is the fitted concentration of half-maximal effect; % is set by controls: 0 for no effect and ±100 for the full control effect; nearly all actives have a fitted effect of over 55% in size
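Kinetic fluorescence helicase assay: unwinding of a quenched forked DNA duplex (100 nM final) with 2 mM ATP final raises red fluorescence (525/598 nm). Compounds sat 15 min at room temperature with 20 nM WRN beforehand.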
Active calls of the source: *; ? = inconclusive; . = not tested or not shown; [ ] = remark or other dose. Unless noted, calls come from the whole dose curve; as a rule, active = well fitted curve in the direction sought with a large enough effect; inconclusive = small, poorly fitted or top-dose-only effect, or another doubt; inactive = no such curve, though single readings can be large; an effect the other way counts as inactive or inconclusive.

SMILES | PLK1 PBD block | PI5P4K alpha inh | EPAC1 agonist | EPAC2 antagonist | CCT chaperon mod | Mm-Cpn inhibitor | EPAC1 antagonist | WRN inhibitor
NS(=O)(=O)c1ccc(NC(=O)COC(=O)c2cn(-c3ccccc3)nc2-c2ccc(F)cc2)cc1 | -1% | -9 | -7% | 1% | -0.6 | -12% | -1% | -6%
COCCCN(C(=S)Nc1cc(Cl)cc(Cl)c1)C(C)c1ccccn1 (configuration not stated) | 17µM* | 9 | -1% | -15% | 2.4 | 0% | 2% | 3%
Cc1ccc(C)c(-n2c(SCC(N)=O)nnc2-c2ccccn2)c1 | -4% | -2 | -4% | 4% | -4.2 | -2% | 4% | 3%
COc1ccc(CNC(=O)c2ccc(N(C)S(=O)(=O)c3ccc(C)cc3)cc2)cc1 | 3% | 14 | 10% | -3% | -3.0 | 2% | -21% | -24%
O=C(NC(c1ccccc1)c1ccc2ccccc2n1)C1CCN(Cc2ccc(Cl)c(Cl)c2)CC1 (configuration not stated) | -9% | -8 | 2% | 6% | -0.9 | . | -22% | 1%
O=c1[nH]c(-c2ccccc2)nc(CN2CCCCC2)c1O | -10% | -6 | 8% | 1% | -3.5 | . | -15% | ?
O=C(NC1=NCCS1)c1cc(-c2cccs2)nc2ccccc12 | -9% | 2 | 22% | -15% | -1.6 | -17% | ? | ?
O=[N+]([O-])c1cc(S(=O)(=O)N2CCCC2)ccc1O | -13% | -24 | 3% | -3% | -1.1 | -1% | -11% | 5%
O=C(CN1C(=O)C2C3C=CC(C4CC34)C2C1=O)NCc1ccco1 (configuration not stated) | -15% | 2 | 3% | 6% | 2.2 | -7% | -3% | -32%
CCc1nc(N)c(C#N)c(-c2cccn2C)c1C | -7% | 0 | 4% | -2% | -0.4 | . | -10% | -6%
O=C1CC(=O)NC(SCC(=O)Nc2ccccc2[N+](=O)[O-])=N1 | ? | ? | -6% | 12% | -2.3 | -7% | -17% | 40µM*
CCN1CCN(C(c2ccccc2)c2nnnn2C(C)(C)C)CC1 (configuration not stated) | -4% | -1 | 2% | 3% | 0.6 | . | -12% | 2%
COC(=O)c1ccc(NC(=O)N(c2ccccc2)c2ccccc2)cc1 | 1% | 1 | -2% | -1% | -1.6 | 1% | -5% | 3%
O=C(NC(C(=O)N/N=C/c1cc([N+](=O)[O-])ccc1O)c1n[nH]c(=O)c2ccccc12)c1ccccc1 (configuration not stated) | ? | -26 | -3% | -24% | -1.7 | 2% | -29% | -17%
COc1ccc(CNC(=O)COC(=O)Cc2ccc(Cl)cc2Cl)cc1 | -11% | 11 | -15% | ? | -1.9 | 1% | -19% | -8%
Cc1ccc(NC(=S)NC(=O)c2cccs2)cc1F | -1% | 16 | 2% | -18% | 1.0 | -5% | -6% | 0%
Cc1ccc(-n2c(SCC(N)=O)nnc2-c2ccccn2)cc1C | -23% | 6 | 5% | -12% | -2.8 | 1% | -1% | 20%
CC(=O)Nc1cccc(NC(=O)Nc2ccc(F)cc2F)c1 | -7% | 0 | 11% | 0% | -4.8 | -1% | 2% | 3%
Cc1cc2occ(CC(=O)N(C)CC(=O)Nc3cccc(F)c3)c2cc1C | 8% | 3 | 2% | ? | 0.8 | -1% | -3% | -6%
CC[C@H](C)C(N)c1cn(C(CCCN=C(N)N)C(=O)N2CCNCC2)nn1 (some centres not stated) | -3% | ? | 1% | 5% | 1.1 | 0% | 4% | -6%
COC(=O)c1sc(=S)n(Cc2ccccc2)c1C | 4% | -2 | 11% | -5% | 1.5 | 0% | -14% | -18%
C[C@@H]1CN(C(=O)c2nc3ccc(Cl)cn3c2CNCC[C@@H]2C[C@@H]3C=C[C@H]2C3)C[C@H](C)O1 | -6% | 7 | 6% | -9% | 0.4 | 1% | 5% | -23%[57.1 µM]
CCOC(=O)C1(C)CCCCN1C(=O)c1ccc(N(C)C)cc1 (configuration not stated) | 4% | 2 | -1% | -9% | 0.0 | . | -9% | 1%
CN(C)c1cc[n+](CC(=O)Nc2cccc([N+](=O)[O-])c2)cc1 | -7% | 6 | -7% | 4% | 1.8 | 0% | -12% | -9%
O=S(=O)(NCCCc1ccccc1)c1ccccc1 | -8% | 2 | 1% | -2% | -3.3 | 2% | 1% | -2%
Cc1cccc(NC(=O)N2CCC(NC(=O)c3ccco3)CC2)c1 | -4% | 7 | 3% | 6% | 2.0 | 2% | ? | -11%
CC(C)CC(=O)Nc1ccnn1C1CCN(C(=O)c2ccc(Cl)cc2F)CC1 | -10% | 0 | -2% | -4% | -1.5 | 1% | 4% | -2%
CCOC(=O)c1c(CC(C)C)csc1NC(=O)COC(=O)c1cnc(C)cn1 | -8% | -6 | 1% | 5% | -1.5 | . | -9% | 2%
O=C(O)c1cc([N+](=O)[O-])ccc1C(=O)Nc1cccc([N+](=O)[O-])c1 | -6% | -6 | 6% | -3% | -0.7 | -2% | -4% | -32%
O=C(Nc1ccc2nc[nH]c2c1)c1ccco1 | -20% | -3 | 2% | 0% | 0.2 | -3% | 9% | -10%
COC(=O)[C@H](Cc1ccccc1)NC(=O)N1CCCCC1C (some centres not stated) | -9% | . | -3% | 8% | -0.4 | -3% | 2% | -1%
Cc1ccc(NC(=O)COC(=O)c2cc(Cl)ccc2[N+](=O)[O-])c(C)c1 | -2% | 5 | 3% | 9% | -2.1 | 0% | 8% | -10%
Cc1cccc(N(C(=O)c2snc(C(N)=O)c2N)C(C(=O)NCC2CCCO2)c2c[nH]c3ccccc23)c1 (configuration not stated) | -5% | 5 | -3% | -19% | 0.1 | 0% | 3% | -6%
Cc1nn(C(C)(C)C)c(NC(=O)c2ccc(Cl)cc2)c1Br | -17% | 0 | 8% | -7% | -0.5 | -2% | 0% | 13%
O=C(C1=C[C@@H](c2coc3ccccc3c2=O)C[C@@H](OCCCCO)O1)N1CCN(Cc2ccccc2)CC1 | -3% | -2 | 0% | -4% | -0.5 | . | -5% | -4%
CC1=C(C(=O)Nc2ccccn2)C(c2ccc(Br)cc2)n2ncnc2N1 (configuration not stated) | -7% | . | 11% | 0% | -2.0 | 0% | -4% | -1%
CCN(CC)c1ccc(S(=O)(=O)N2CCOCC2)cc1NS(C)(=O)=O | 0% | 2 | 1% | 5% | -4.0 | -3% | -4% | -10%
CCOc1ccc(NC(=S)N/N=C(\C)Cc2ccc(OC)cc2)cc1 | ? | 0 | -3% | 17% | 1.6 | 0% | 18% | -5%
COc1ccccc1CNC(=O)COC(=O)C1CCN(c2ccc(C(F)(F)F)cn2)CC1 | -2% | 0 | 6% | -13% | -2.3 | 1% | -13% | -21%
CCN(CC)C(=O)c1sc(NC(=O)C(Sc2ccccc2)c2ccccc2)c(C(=O)OC(C)C)c1C (configuration not stated) | ? | 9 | 21% | -17% | -4.6 | -1% | -20% | 3%
O=C(Nc1ccccc1Cl)C1C2CCCCC21 (configuration not stated) | 8% | 0 | -10% | 8% | -1.3 | . | -15% | 3%[57.1 µM]
COc1cc(-c2nnc(SCC(=O)Nc3ccc4c(c3)OCCO4)o2)cc(OC)c1OC | -3% | . | -2% | -5% | -1.8 | 1% | 1% | 4%
Cc1cc(=O)[nH]c(SCC(=O)Nc2ccc(N3CCCCC3)cc2)n1 | -14% | -10 | 7% | 7% | -0.6 | 1% | -19% | 7%
O=C(c1cnn(C(=O)c2ccccc2)c1)c1ccccc1O | ? | ? | 8% | 3% | 1.3 | 1% | 11% | -14%
CCOC(=O)C1CCN(C(=O)Cc2c(C(=O)O)[nH]c3ccccc23)CC1 | 2% | -2 | -6% | -4%[57.1 µM] | -0.1 | 2% | 5% | 10%
COCC(=O)N(C)c1nnc(-c2ccc([N+](=O)[O-])cc2)s1 | -3% | . | 1% | 17% | 3.9 | -9% | -3% | -21%
CCn1c(C)nc2cc(C(=O)NNS(=O)(=O)c3ccccc3F)ccc21 | -15% | 0 | 0% | -1% | -0.3 | 0% | 0% | -10%
CC(c1ccco1)N(C(=O)Nc1ccc(Cl)cc1)c1ccccn1 (configuration not stated) | -2% | -3 | 1% | 12% | 0.0 | -26% | 1% | 9%
COCCCNCC(=O)c1c(N)n(Cc2ccccc2)c(=O)n(C)c1=O | -3% | 17 | 3% | 4% | 1.1 | 1% | 2% | 2%
O=C1CN(C(=O)c2ccccn2)c2ccccc2N1 | 1% | -2 | -9% | 7% | -0.4 | 0% | 5% | -3%

Given comma-delimited: 11 of the compounds above
mol,PLK1 PBD block,PI5P4K alpha inh,EPAC1 agonist,EPAC2 antagonist,CCT chaperon mod,Mm-Cpn inhibitor,EPAC1 antagonist,WRN inhibitor
COc1ccccc1CNC(=O)COC(=O)C1CCN(c2ccc(C(F)(F)F)cn2)CC1,-2%,0,6%,-13%,-2.3,1%,-13%,-21%
CCN(CC)C(=O)c1sc(NC(=O)C(Sc2ccccc2)c2ccccc2)c(C(=O)OC(C)C)c1C (configuration not stated),?,9,21%,-17%,-4.6,-1%,-20%,3%
O=C(Nc1ccccc1Cl)C1C2CCCCC21 (configuration not stated),8%,0,-10%,8%,-1.3,.,-15%,3%[57.1 µM]
COc1cc(-c2nnc(SCC(=O)Nc3ccc4c(c3)OCCO4)o2)cc(OC)c1OC,-3%,.,-2%,-5%,-1.8,1%,1%,4%
Cc1cc(=O)[nH]c(SCC(=O)Nc2ccc(N3CCCCC3)cc2)n1,-14%,-10,7%,7%,-0.6,1%,-19%,7%
O=C(c1cnn(C(=O)c2ccccc2)c1)c1ccccc1O,?,?,8%,3%,1.3,1%,11%,-14%
CCOC(=O)C1CCN(C(=O)Cc2c(C(=O)O)[nH]c3ccccc23)CC1,2%,-2,-6%,-4%[57.1 µM],-0.1,2%,5%,10%
COCC(=O)N(C)c1nnc(-c2ccc([N+](=O)[O-])cc2)s1,-3%,.,1%,17%,3.9,-9%,-3%,-21%
CCn1c(C)nc2cc(C(=O)NNS(=O)(=O)c3ccccc3F)ccc21,-15%,0,0%,-1%,-0.3,0%,0%,-10%
CC(c1ccco1)N(C(=O)Nc1ccc(Cl)cc1)c1ccccn1 (configuration not stated),-2%,-3,1%,12%,0.0,-26%,1%,9%
COCCCNCC(=O)c1c(N)n(Cc2ccccc2)c(=O)n(C)c1=O,-3%,17,3%,4%,1.1,1%,2%,2%

Only part of the results is shown, so the mix of outcomes need not match the whole.
